Screens: PubChem BioAssay, National Center for Advancing Translational Sciences (NCATS)
Lipid storage S3 = qHTS Assay for Lipid Storage Modulators in Drosophila S3 Cells; Drosophila S3 cells, BODIPY lipid droplet fluorescence, 18-24 h; cells fed with added oleic acid; Potency in µM for hits, for the others lipid storage change, negative = inhibition, % at the top dose, mostly 46.1 µM; 0.64% of 320,000 active; AID 2685; active = well fitted inhibition curve with a large enough effect in the signal ratio, with a control signal flat, not every such curve was filed as active; inconclusive = small, poorly fitted or top-dose-only effect, or effect the other way, or a change in a side signal; the % refers to the signal ratio
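Laser-scanning cytometry quantifies lipid droplet accumulation (500–530 nm total intensity; droplet/cell object ratio) in oleic acid-fed (400 uM added) Drosophila S3 cells treated with a concentration series. 20 uM Triacsin C defined 100% inhibition.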
Lipid storage S3 cell count max = also measured in Lipid storage S3; calls as there; cell number change, %; measured here: cell count max response;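 cells counted by Cell Tracker Red CMTPX staining in the red channel; peak over a dose series mostly up to 46.1 µM; percent activity relative to internal control wells on each plate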
* hit, by the source's call; i = inactive; ? = inconclusive; . = not tested or not shown. % is scaled to controls: 0 for no effect and ±100 for the full control effect; potency is read from the fitted curve at half-maximal effect. Some of the compounds tested. The share of hits here may be higher or lower than overall.

The opening 2 records as a preview:
Below each SMILES: Lipid storage S3	Lipid storage S3 cell count max
CCC(=O)N1CCc2cc(S(=O)(=O)N3CCN(c4cc(Cl)ccc4C)CC3)ccc21
    i	-29
CC(C)(C)n1nnnc1C(c1cccs1)N(Cc1cccnc1)Cc1ccco1 (stereo unspecified)
    ?	.

The whole of this part, previewed entries included:
Below each SMILES: Lipid storage S3	Lipid storage S3 cell count max
CCC(=O)N1CCc2cc(S(=O)(=O)N3CCN(c4cc(Cl)ccc4C)CC3)ccc21
    i	-29
CC(C)(C)n1nnnc1C(c1cccs1)N(Cc1cccnc1)Cc1ccco1 (stereo unspecified)
    ?	.
Cc1ccc(Cl)cc1N1CCN(C(=O)CN2C(=O)c3cccc4cccc2c34)CC1
    ?	.
NC(=O)Nc1ccc(C(=O)OCC(=O)Nc2cccc(S(=O)(=O)NC3=NCCCCC3)c2)cc1
    11%	9
O=C(COC(=O)CCC(=O)c1cccs1)Nc1cccc(S(=O)(=O)N2CCOCC2)c1
    1%	-6
CCOc1ccc(C2=CSC3=NCCN23)cc1
    i	-7
COCCNC(=O)C(c1cccs1)N(C(=O)Cn1nnc2ccccc21)c1cccc(C(C)=O)c1 (stereo unspecified)
    0%	3
O=C(CSc1nncs1)NC(=O)NCc1ccco1
    i	.
CC(=O)c1cnc2scnn2c1=O
    ?	.
COc1ccc(-c2[nH]ncc2[C@@H]2C[C@H]3CN(Cc4ccccc4C)C(=O)[C@]34CCCN24)cc1
    -11%	12
Cc1cc(N2CCN(S(=O)(=O)c3ccc(Cl)cc3)CC2)c2ccccc2n1
    i	.
Cc1cc(-c2ccc(C)c(S(=O)(=O)N3CCN(C(=O)c4ccco4)CC3)c2)on1
    ?	.
CCc1nc(SCC(=O)NCc2ccccc2)c2c(=O)n(C)c(=O)n(C)c2n1
    25%	.
O=C(CC(C(=O)N1CCc2ccccc21)n1ccnc1)NCC1CCCO1 (stereo unspecified)
    i	-16
COc1ccc(CC(=O)NCCc2ccc(S(N)(=O)=O)cc2)cc1
    ?	.
NC(=S)N/N=C/c1ccc(-c2ccc(Cl)c(Cl)c2)o1
    i	.
CC(=O)Nc1ccc(S(=O)(=O)NCc2nc(-c3ccccc3)no2)cc1
    i	20
Cc1cccc(C(C)(C)C)c1OCCN1CCCC1
    5%	-1
O=C(Nc1ccc2c(c1)OCO2)Oc1ccccc1
    13%	-14
C=CCn1c(NC(=O)c2ccc(Br)o2)c(S(=O)(=O)c2ccccc2)c2nc3ccccc3nc21
    i	-12
COc1ccc(C(C)=O)cc1COC(=O)CNC(=O)c1ccc(F)cc1
    ?	.
O=C(C(Cc1ccccc1)NS(=O)(=O)c1cccc2cccnc12)N1CCc2ccccc21 (stereo unspecified)
    ?	.
CCOC(=O)c1c(C)n(C)c2c1cc(OC(C)=O)c1ccccc12
    ?	.
O=C(OCC1OC(n2ccc(=O)[nH]c2=O)C(Cl)C1O)c1ccccc1 (stereo unspecified)
    11%	.
CCn1cc(C(=O)N2CCCC(C(=O)c3ccc4ccccc4c3)C2)cn1 (stereo unspecified)
    ?	.
Cc1ccc(C(=O)CSc2nccn2-c2ccccc2)cc1
    9%	3
CC(C)n1c(O)c(N=NC(=O)Cn2ccc(C(F)(F)F)n2)c2ccccc21
    18%	17
c1cncc(CNc2ccc3c(c2)OCO3)c1
    ?	.
COc1ccc(C2C(C(=O)NCc3ccccn3)c3ccccc3C(=O)N2C)cc1OC (stereo unspecified)
    i	.
O=C(OCCN1CCCCC1)C1(c2ccccc2)CCCC1
    5%	24
c1cncc(-c2nc(NCC3CCCO3)c3ccccc3n2)c1 (stereo unspecified)
    ?	.
COc1ccc(Cl)cc1C(=O)Nc1ccc2c(c1)OCO2
    0%	-19
CCOC(=O)C1(CC2CC2)CCN(Cc2cnc(-c3ccc(OC)cc3)nc2)CC1
    10%	1
Oc1[nH]c2ccc(Br)cc2c1N=NC(=S)N1CCOCC1
    ?	.
COc1ccc(-c2cc(C)nc(SCc3cccc(C(=O)O)c3)n2)cc1
    ?	.
COC(=O)c1ccc(NC(=O)C2CC(=O)OC2c2ccccc2)cc1 (stereo unspecified)
    ?	.
Cc1ccc(S(=O)(=O)N2CCC(C(=O)N3CCC3)CC2)cc1
    ?	.
COc1cc(C(=O)Nc2nnc(C3CC3)s2)ccc1OCc1c(C)noc1C
    -22%	0
Oc1ccc2ccccc2c1N=Nc1ccc(F)cc1
    5.8µM*	-19*
CC(=O)NC(CC(=O)OCC(=O)c1c(N)n(C)c(=O)n(C)c1=O)c1ccccc1 (stereo unspecified)
    ?	.
CCn1ccc(C(=O)Nc2ccsc2C(=O)OC)n1
    i	6
O=C(NC1CCCC1)C(c1ccncc1)N(C(=O)c1ccco1)c1ccccc1 (stereo unspecified)
    ?	.
CC(C)CC(=O)NC(=S)Nc1ccc(S(=O)(=O)NC(C)(C)C)cc1
    ?	.
COc1ccc(C2CC(=O)Oc3cc(O)cc(O)c32)cc1 (stereo unspecified)
    ?	.
CCS(=O)(=O)c1ccc(OC)c(N=Nc2ccc(O)c3ncccc23)c1
    2%	-12
O=C(O)c1ccc(Nc2ccc([N+](=O)[O-])c3nonc23)cc1
    ?	.
CCN1CCN(S(=O)(=O)c2ccc(Cl)c(C(=O)N(C)CCOc3ccc(Cl)cc3)c2)CC1
    ?	.
O=C(/C=C/c1cccnc1)c1ccc([N+](=O)[O-])cc1
    -21%	10
CC(C)CNC(=O)c1nn(Cc2ccccc2)c(=O)c2ccccc12
    ?	.
Oc1ccc(N2CCN(c3ncnc4sc5c(c34)CCC5)CC2)cc1
    ?	.
C=CCN1C(=O)C2(OCCCO2)c2cc(Cl)ccc21
    4.1µM*	7.7*
CC(=O)C1=C(C)N(Cc2ccccc2)C(=O)N[C@H]1c1cccc(C(F)(F)F)c1
    27%	22
O=C(COc1ccc(Br)cc1Cl)NC(=O)Nc1ccc2c(c1)OCCO2
    ?	.
COc1ccc(C)cc1NC(=O)CSc1nc2ccccc2nc1N1CCCCC1
    ?	.
O=C(CCNS(=O)(=O)c1ccc(Br)cc1)NCc1ccc2c(c1)OCO2
    ?	.
O=C(CCc1ccccc1)N1CCN(c2ccc(Cl)cc2)CC1
    ?	.
CCCCCC(=O)NC(NC(=S)N1CCOCC1)C(Cl)(Cl)Cl (stereo unspecified)
    -5%	3
COc1ccc(C(CNC(=O)c2ccc(Cl)s2)N2CCOCC2)cc1 (stereo unspecified)
    ?	.
CCN(CC)C(=S)SCC(=O)Nc1ncc2c(n1)CCCC2=O
    ?	.
CCOC(=O)CSc1nc2c(sc(=S)n2-c2ccccc2)c(=O)[nH]1
    ?	.

Rewritten with the structure last: 2 of the compounds above
Lipid storage S3,Lipid storage S3 cell count max,Molecule
?,.,O=C(CCc1ccccc1)N1CCN(c2ccc(Cl)cc2)CC1
-21%,10,O=C(/C=C/c1cccnc1)c1ccc([N+](=O)[O-])cc1

Later entries:
Below each SMILES: Lipid storage S3	Lipid storage S3 cell count max
O=C(NCCc1ccco1)c1cc(COc2cccc(C(F)(F)F)c2)on1
    ?	.
COc1ccccc1Nc1nnc(SCC(=O)NC2CC2)s1
    2%	-14
Cc1ccc(C)c(-n2c(SCC(=O)Nc3nnc(C)s3)nnc2-c2ccoc2C)c1
    2%	6
CN(C)CC(C)(C)CNC(=S)Nc1ccc(S(=O)(=O)N2CCOCC2)cc1
    7%	2
COCCC1CCCCN1C(=O)c1cc(COc2ccc(-n3cncn3)cc2)on1 (stereo unspecified)
    ?	.
COc1ccc(C(=O)NNC(=O)C(=O)NCc2ccccc2)cc1
    16%	-1
COc1cccc(COCCN2CCN(S(=O)(=O)c3ccc(C)cc3)CCC2=O)c1
    ?	.
COC(=O)Cn1c(O)c(N=NC(=O)CNC(=O)c2ccc3c(c2)OCCO3)c2ccccc21
    ?	.
COc1cc(OC)nc(NC(=O)CN2CCN(c3ccc(F)cc3)CC2)n1
    ?	.
Cc1cc(O)c(-c2cc(C(=O)NCc3ccc4c(c3)OCO4)[nH]n2)cc1C
    ?	.
Cc1cc(=O)c(C(=O)O)cn1-c1ccc(C(C)C)cc1
    ?	.
COc1cc(C)nc(NS(=O)(=O)c2ccccc2Cl)n1
    i	-1
Cc1ccc(N2CCN(c3ccc(C)cc3)C2c2ccncc2)cc1
    9%	-11
CCOC(=O)c1c(NC(=O)CSc2n[nH]c(-c3ccco3)n2)sc(C)c1C
    i	.
O=C(CNC(=O)C12CC3CC(CC(C3)C1)C2)OCc1cc(=O)n2cc(Br)ccc2n1
    ?	.
CCn1nc(NC(C)=O)c2cc3cccc(C)c3nc21
    16%	.
CC(C)Sc1nnc([C@H](C)NC(=O)OC(C)(C)C)o1
    ?	.
S=c1[nH]c2cc(-c3ccccc3)ccc2o1
    ?	.
CNC(=O)CSc1nc2nn(-c3ccccc3)c(=O)c-2c2n1CCCCC2
    ?	.
CCOC(=O)C1CCN(C(=O)Cn2nc(C)c3c(C)n(-c4ccccc4)nc3c2=O)CC1
    ?	.

A second format for part of the listing above.
molecule,Lipid storage S3,Lipid storage S3 cell count max
O=C(COc1ccc(Br)cc1Cl)NC(=O)Nc1ccc2c(c1)OCCO2,?,.
O=C(OCCN1CCCCC1)C1(c2ccccc2)CCCC1,5%,24
CCOC(=O)C1(CC2CC2)CCN(Cc2cnc(-c3ccc(OC)cc3)nc2)CC1,10%,1
c1cncc(CNc2ccc3c(c2)OCO3)c1,?,.
CCOC(=O)CSc1nc2c(sc(=S)n2-c2ccccc2)c(=O)[nH]1,?,.

More compounds follow:
Below each SMILES: Lipid storage S3	Lipid storage S3 cell count max
COc1ccc(OC)c(-c2nnc(SCC(=O)N3CCCc4ccccc43)o2)c1
    ?	.
CCOC(=O)c1sc(NC(=O)CCCn2nc([N+](=O)[O-])c(Cl)c2C)c(C(=O)OCC)c1C
    25%	5
O=C1CC(Nc2cc(=O)[nH]c(=O)[nH]2)C(=O)N1c1ccccc1Cl (stereo unspecified)
    ?	.
CCOC(=O)c1c(NC(=O)C2C3C=CC(C3)C2C(=O)O)sc2c1CCC(CC)C2 (stereo unspecified)
    ?	.
COC(=O)c1sc2nc(SCc3ccccc3C)n(N)c(=O)c2c1C
    ?	.
Cc1ccccc1/C=C1\SC(=S)N(/N=C/c2cc([N+](=O)[O-])ccc2O)C1=O
    1%	7
Cc1cc(C)c2[nH]c(=O)c(C(c3nnnn3Cc3ccc4c(c3)OCO4)N3CCCCC3)cc2c1 (stereo unspecified)
    ?	.
Nc1c(C(=O)Nc2nc3ccccc3s2)sc2nc(-c3cccs3)ccc12
    ?	.
COc1cccc(C(=O)NCCS(=O)(=O)N2CCC3(CC2)OCCO3)c1
    12%	10
O=C(Nc1ccccc1)N(CCCN1CCOCC1)Cc1ccccc1F
    ?	.
COC(=O)CSC1=C(C#N)C(c2cccc(OC)c2)CC(=O)N1 (stereo unspecified)
    ?	.
CCOc1ccc(N2C(=O)CC(NC3CCN(C(=O)c4cccc(Cl)c4)CC3)C2=O)cc1 (stereo unspecified)
    ?	.
Cc1cc(S(=O)(=O)N2CCCC2)ccc1OCC(=O)Nc1ccc(C(N)=O)cc1
    ?	.
CCOC(=O)c1cccc(NC(=O)CCc2nc(-c3ccccc3F)no2)c1
    14%	12
Cc1ccc(NC(=O)Cn2cncc2-c2ccc([N+](=O)[O-])cc2)cc1C
    1%	13
Cc1nc2ccc(N=NC3=C(O)CCCC3=O)cc2s1
    -6%	.
O=C(c1cc(COc2ccc3ncccc3c2)on1)N1CCCC(O)C1 (stereo unspecified)
    ?	.
CCC(=O)Nc1ccccc1-c1nc2ccccc2[nH]c1=O
    i	-9
CCCCc1nc2c(=O)[nH]c3ccccc3c2o1
    10%	12
CCCC1(C(=O)OCC)NC(c2ccc(N(C)C)cc2)C2C(=O)N(c3ccccc3)C(=O)C21 (stereo unspecified)
    -9%	-4
O=C(CSc1nc2nc(-c3cccs3)cc(C(F)(F)F)c2c(=O)[nH]1)C(F)(F)F
    ?	.
Cn1ncc2nnn(-c3ccccc3)c(=O)c21
    i	27
CC1CCC(N2CCN(C(=O)c3ccccc3F)CC2)CC1 (stereo unspecified)
    ?	.
Cn1c(SCc2cc(=O)n3cc(Br)ccc3n2)nnc1C1COc2ccccc2O1 (stereo unspecified)
    ?	.
CCN1CCCC1Cn1cnc2c([nH]c3ccc(OC)cc32)c1=O (stereo unspecified)
    19%	-1
Cc1cc(C)nc(N2CCCC(C(=O)Nc3ccc4nc(C)c(C)nc4c3)C2)n1 (stereo unspecified)
    8%	5
CCCCCCCCCCCCN1C/C(=C\C(=O)OCC)c2ccccc2S1(=O)=O
    ?	.
CCCc1nc(-c2ccc(-c3ccc(F)cc3)cc2)no1
    ?	.
CN(CC(=O)Nc1cccc(F)c1)C(=O)CCc1nc2sc3c(c2c(=O)[nH]1)CCCC3
    ?	.
O=C(CSc1ccccn1)Nc1ccc(F)c([N+](=O)[O-])c1
    ?	.
COC(=O)c1cccn(CC(=O)c2ccc(Cl)cc2)c1=O
    4%	6
CC(=O)Nc1cccc(NC(=O)CSc2nnc3ccc(-c4ccncc4)nn23)c1
    ?	.
O=C(c1ccc(Cl)c([N+](=O)[O-])c1)N1CCN(c2ccccc2)CC1
    ?	.
COc1cc(C)c(Br)cc1S(=O)(=O)NCCCN1CCOCC1
    ?	.
